Source: PubChem (several laboratories)
S1P4 antag: S1P4 receptor antagonists, primary screen, cell-based; S1P4-expressing cells, antagonist mode, reporter read-out; inhibition, % at 4.98 µM; 220,000 tested, 0.26% active; AID 1510, 2009; in the data active = inhibition above about 29%;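 also: 0% = wells stimulated with agonist and 100% = vehicle wells without agonist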
S1P4 agonist: S1P4 receptor agonists, primary screen, cell-based. Sphingosine 1-phosphate receptor 4 (Homo sapiens), O95977. S1P4-expressing cell line, agonist reporter assay. activation, % at 4.98 µM. 220,000 tested, 0.35% active. AID 1509, 2009; in the data active = activation above about 11%;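 also: 0% = DMSO vehicle and 100% = reference agonist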
NPY-Y2 PAM-ag: NPY-Y2 potentiators or agonists, primary screen, cell-based; Neuropeptide Y receptor type 2 (Homo sapiens), P49146; cells expressing NPY-Y2, potentiator/agonist read-out; activation, % at 3.6 µM; 220,000 tested, 0.45% active; in the data active = activation above about 27%;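 also: cells stimulated with NPY near EC25 plus isoproterenol at EC100; 0% = vehicle plus submaximal agonist and 100% = vehicle plus saturating agonist; some results beyond the cut were filed as inactive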
BaF3 parental: parental Ba/F3 cell viability inhibition, counter-screen for JAK2V617F inhibitor project, murine pro-B, CellTiter-Glo luminescence. CellTiter-Glo ATP luminescence. inhibition, % at 5.6 µM. 220,000 tested, 1.1% active;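 active = inhibition above a per-campaign cutoff, the mean inhibition of all tested compounds plus 3 SD, cut at about 27% in these data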;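 also: 0% = DMSO wells and 100% = JAK Inhibitor I control wells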
NPY-Y1 antag: NPY-Y1 receptor antagonists, primary screen, cell-based; HEK293-CNG Y1 cells, membrane potential fluorescence; NPY at EC95, then isoproterenol; AID 1040, 2008; inhibition, % at 3.6 µM; 200,000 tested, 1% active; Neuropeptide Y receptor type 1 (Homo sapiens), P25929;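 active = inhibition above the campaign mean inhibition of all tested compounds plus 3 SD, cut at about 20% in these data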;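 also: 0% = DMSO wells given NPY plus isoproterenol and 100% = isoproterenol alone without NPY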
Target sequence (P25929 whole entry, looked up): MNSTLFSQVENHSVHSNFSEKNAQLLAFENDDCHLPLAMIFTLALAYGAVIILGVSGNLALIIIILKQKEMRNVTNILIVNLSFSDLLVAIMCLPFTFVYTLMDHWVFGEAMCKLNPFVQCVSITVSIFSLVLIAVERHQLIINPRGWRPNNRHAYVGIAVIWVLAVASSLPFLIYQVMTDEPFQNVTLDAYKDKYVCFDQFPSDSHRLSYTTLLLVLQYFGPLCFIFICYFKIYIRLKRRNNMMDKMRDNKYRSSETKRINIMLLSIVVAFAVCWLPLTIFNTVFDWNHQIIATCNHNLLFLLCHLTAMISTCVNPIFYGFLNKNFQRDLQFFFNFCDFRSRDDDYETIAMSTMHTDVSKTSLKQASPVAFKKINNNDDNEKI
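System: HEK293 cells with Y1 receptor plus CNG channel / Probe or stimulus: NPY 25 nM then isoproterenol 1 µM plus Ro 20-1724 25 µM / Compound: one concentration, 3.6 µM, in 0.4% DMSO / Schedule: compound incubation 1 h at room temperature, readout 45 min post-stimulation / Measured by: membrane potential fluorescence / Read-out: % inhibition of NPY effect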
NPY1 pot ag: NPY-Y1 receptor potentiators or agonists, primary screen, cell-based; NPY-Y1 expressing cells, potentiator/agonist activation; 220,000 tested, 0.37% active; activation, % at 3.6 µM; in the data active = activation above about 33%, passing the limit was not always enough;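 also: cells stimulated with NPY at EC10 then isoproterenol at EC100; 0% = low agonist plus stimulus and 100% = saturating agonist plus stimulus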
CHOP inh: inhibitors of CHOP promoter induction, primary screen, cell-based, unfolded protein response, luciferase reporter. inhibition, % at 10 µM. 220,000 tested, 3.8% active. CHO-K1 CHOP-promoter luciferase, tunicamycin-induced, 15-18 h;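 active = compounds that reduced the stress-induced luciferase reporter signal by more than about 70% of percent inhibition, limit read from the data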;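 also: 0% = tunicamycin plus vehicle and 100% = wells without tunicamycin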
Ba/F3 V617F tox: reduced viability of JAK2V617F-dependent Ba/F3 cells, primary screen, JAK2V617F inhibitor project, cell-based, Ba/F3 EpoR-JAK2V617F, luminescence; 220,000 tested, 1.1% active; AID 1446, 2008; ATP luminescence; inhibition, % at 5.6 µM;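 active = inhibition above the campaign mean plus 3 SD over all tested compounds, cut at about 24% in these data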;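 also: cytokine-independent growth of Ba/F3 cells driven by EpoR plus mutant JAK2; 0% = DMSO-treated cells and 100% = JAK inhibitor I control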
p47phox inh: p47phox/p22phox peptide binding inhibitors, primary screen, biochemical, uHTS, NADPH oxidase regulatory subunit | Neutrophil cytosol factor 1 (Homo sapiens), P14598 | fluorescence polarization, 2 h | inhibition, % at 24.7 µM | 220,000 tested, 0.53% active | AID 1274, 2008;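 active = inhibition above about 30%, limit read from the data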;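 also: 0% = p47phox with labelled peptide and 100% = labelled peptide alone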
Target sequence (P14598 whole entry, looked up): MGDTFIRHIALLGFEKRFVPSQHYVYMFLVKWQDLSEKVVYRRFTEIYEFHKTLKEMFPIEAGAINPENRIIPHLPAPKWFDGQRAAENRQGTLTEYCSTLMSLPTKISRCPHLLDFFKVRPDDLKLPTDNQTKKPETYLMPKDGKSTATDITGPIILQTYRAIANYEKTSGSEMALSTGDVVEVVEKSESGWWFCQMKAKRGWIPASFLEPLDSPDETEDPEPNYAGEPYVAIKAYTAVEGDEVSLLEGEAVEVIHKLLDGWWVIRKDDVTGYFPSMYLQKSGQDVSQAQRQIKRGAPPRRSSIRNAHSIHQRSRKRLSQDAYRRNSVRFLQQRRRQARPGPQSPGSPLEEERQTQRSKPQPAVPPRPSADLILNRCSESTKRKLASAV
Starred values were filed as active, the others as inactive; · = not tested or not shown; & = joins results of further samples. Compounds were not picked by outcome, and some 7.1% of all compounds hit somewhere here.

SMILES	S1P4 antag	S1P4 agonist	NPY-Y2 PAM-ag	BaF3 parental	NPY-Y1 antag	NPY1 pot ag	CHOP inh	Ba/F3 V617F tox	p47phox inh
COc1ccc(/C(N)=N/OC(=O)c2cccc([N+](=O)[O-])c2)cc1OC	0	0.2	-7	2	1	-13	32	3	-2
COC(=O)[C@H](CCSC)NC(=O)NC1CC1	-17	1.1	-17	-3	·	2	6	-3	-8
Cc1ccc(C(=O)Oc2cccc(NC(=O)c3ccco3)c2)cc1S(=O)(=O)N1CCC(C)CC1	5	-3.7	-10	3	4	-34	17	-4	-36
O=c1[nH]nc(SCc2ccccc2Cl)n1-c1ccc2c(c1)OCCO2	-4	1.1	7	-1	·	3	10	0	-7
CCOC(=O)C1=C(C)NC(=O)NC1c1ccc(OC(=O)c2ccco2)cc1 (stereo not given)	4	-0.3	-11	9	7	-13	22	5	-9
O=C1C(C=NC2CC2)=C(O)c2ccccc21	3	-3.8	17	1	0	-17	-11	-4	0
Cc1cc(NS(=O)(=O)c2ccc3c(c2)OCCO3)no1	-10	2.6	-21	1	·	5	7	-5	-9
COC(=O)C(F)(Sc1c(C)n(C)n(-c2ccccc2)c1=O)C(F)(F)F (stereo not given)	-8	-0.5	11	0	2	4	-4	-2	-2
Nc1nc2ccccc2n1C(=O)c1ccc(F)cc1	1	-0.3	7	7	0	1	-2	0	-2
O=C(CN1CCN(c2ccccn2)CC1)NCc1cccs1	-5	0.0	-4	6	3	6	-19	4	-4
OCCNC(=S)Nc1ccc(Oc2ccccc2)cc1	9	1.0	-5	4	-1	20	10	1	-14
CN1CCN(C(=O)CCc2nc3ccccc3n2-c2ccccc2)CC1	-2	0.6	8	3	3	-11	-4	0	-6
CC(O)CN1CC(O)=C(c2nc3ccccc3s2)C1=N (stereo not given)	8	0.4	3	9	5	1	2	0	-4
O=C(COc1ccc(Br)cc1)N1CCc2ccccc2C1	15	0.6	-14	8	-3	5	21	-1	-2
COc1ccc(OC)c(Nc2ccc(Nc3cc(OC)ccc3OC)nn2)c1	-1	0.4	4	0	0	18	19	-2	6
CC(C)CNC(=O)CN(C1CCCCC1)S(=O)(=O)c1ccccc1	5	0.9	14	-2	-1	-12	37	-6	-4
Cc1ccc(C(=O)N2CCN(Cc3ccc4c(c3)OCO4)CC2)o1	-6	0.8	-25	-2	1	-12	11	0	9
CCOc1ccccc1NC(=O)Cn1nnc(C(=O)NCc2ccco2)c1N	7	0.5	-27	86*	6	-27	·	87*	16
CCOC(=O)N1CCC(NC(=O)c2cc(S(=O)(=O)N(CC)CC)ccc2F)CC1	9	-3.8	-13	4	-2	-8	6	3	-5
Cn1ncc(Oc2ccc([N+](=O)[O-])cc2)c(Cl)c1=O	-9	0.2	4	-4	·	5	5	-1	-8

Structural class: the compounds so far containing fluorine (three)
SMILES	S1P4 antag	S1P4 agonist	NPY-Y2 PAM-ag	BaF3 parental	NPY-Y1 antag	NPY1 pot ag	CHOP inh	Ba/F3 V617F tox	p47phox inh
COC(=O)C(F)(Sc1c(C)n(C)n(-c2ccccc2)c1=O)C(F)(F)F (stereo not given)	-8	-0.5	11	0	2	4	-4	-2	-2
Nc1nc2ccccc2n1C(=O)c1ccc(F)cc1	1	-0.3	7	7	0	1	-2	0	-2
CCOC(=O)N1CCC(NC(=O)c2cc(S(=O)(=O)N(CC)CC)ccc2F)CC1	9	-3.8	-13	4	-2	-8	6	3	-5

More compounds follow.
SMILES	S1P4 antag	S1P4 agonist	NPY-Y2 PAM-ag	BaF3 parental	NPY-Y1 antag	NPY1 pot ag	CHOP inh	Ba/F3 V617F tox	p47phox inh
O=C(O)CP(=O)(O)O	-12	0.9	15	5	0	1	1&-9	5	11
O=C(NCC1CCCN(Cc2cccc(OCCO)c2)C1)c1ccc(F)cc1 (stereo not given)	-4	-0.3	-8	3	-1	-13	21	3	2
Cc1ccc(N2C(=O)CC(NNC(=O)c3cccc(S(=O)(=O)N4CCCC4)c3)C2=O)cc1 (stereo not given)	-5	0.5	-8	5	0	1	16	0	-8
CCOc1cc(/C=N/NC(=O)c2ccc(CN3CCOCC3)cc2)ccc1OCc1ccccc1	-26	0.5	3	4	-4	-7	59	0	-4
CCCCCCCC(=O)N/N=C(\C)c1cccnc1	-4	-3.7	-7	3	-2	-18	38	-1	-1
COc1ccc(CNC(=O)COC(=O)CCc2nc3ccccc3c(=O)[nH]2)cc1	-1	3.0	5	2	4	-2	2	-3	4
CCCc1nnc(N2C(=O)c3cccc4cccc(c34)C2=O)s1	-14	1.4	11	-1	-1	26	-16	-5	-4
CCOC(=O)C1=C(C)OC2(O)c3ccccc3C(=O)C12O (stereo not given)	0	-1.3	-7	4	·	-14	-1	2	5
CCOc1ccccc1NS(=O)(=O)N(C)C	7	0.1	-5	5	-1	12	13	2	-8
COc1ccc(Oc2cc(C)c3ccccc3n2)cc1	4	-2.7	-22	3	3	-3	44	7	-15
CCOc1ccc(Cc2c(Cl)nc(SC)nc2OC)cc1	-13	2.0	-1	8	12	-14	40	-1	-6
Cn1nc(-c2ccccc2)cc1NC(=O)Nc1ccc(F)cc1	-11	0.9	11	4	·	29	-1	-4	-15
CCCS(=O)(=O)NCCc1cc2c(C)ccc(C)c2[nH]c1=O	-28	-0.2	6	2	0	1	-11	-6	-4
C/C(=N/OC(=O)c1cccc(C(F)(F)F)c1)c1cnccn1	-4	1.6	-10	3	5	0	12	0	-7
CCOc1ccc(S(=O)(=O)Nc2ccc(S(=O)(=O)N3CCOCC3)cc2)cc1	-22	1.0	5	4	-2	-10	-16	0	-6
O=C(CCC(NC(=O)OCc1ccccc1)C(=O)OCc1ccccc1)NCC(=O)OCc1ccccc1 (stereo not given)	-4	0.2	-9	2	2	5	34	-1	-11
Oc1c(C(c2cccs2)N2CCN(c3ccccc3)CC2)ccc2cccnc12 (stereo not given)	-9	2.5	-9	83*	3	-5	99*	98*	-36
O=S1(=O)CCC(NC(=S)Nc2ccc3ccccc3c2)C1 (stereo not given)	-4	-0.3	1	-11	·	26	-35	0	-5
COc1ccc([N+](=O)[O-])cc1NC(=O)c1ccccc1SC	-6	1.6	13	2	0	15	1	-1	-6
O=c1cc(-c2ccccc2Cl)oc2cccc(O)c12	6	0.4	-9	8	0	-10	14	3	0

Part of the list above in order of number of heavy atoms, lowest first.
SMILES	S1P4 antag	S1P4 agonist	NPY-Y2 PAM-ag	BaF3 parental	NPY-Y1 antag	NPY1 pot ag	CHOP inh	Ba/F3 V617F tox	p47phox inh
O=C(O)CP(=O)(O)O	-12	0.9	15	5	0	1	1&-9	5	11
CCOc1ccccc1NS(=O)(=O)N(C)C	7	0.1	-5	5	-1	12	13	2	-8
O=c1cc(-c2ccccc2Cl)oc2cccc(O)c12	6	0.4	-9	8	0	-10	14	3	0
COc1ccc(Oc2cc(C)c3ccccc3n2)cc1	4	-2.7	-22	3	3	-3	44	7	-15
O=S1(=O)CCC(NC(=S)Nc2ccc3ccccc3c2)C1 (stereo not given)	-4	-0.3	1	-11	·	26	-35	0	-5
C/C(=N/OC(=O)c1cccc(C(F)(F)F)c1)c1cnccn1	-4	1.6	-10	3	5	0	12	0	-7
Cn1nc(-c2ccccc2)cc1NC(=O)Nc1ccc(F)cc1	-11	0.9	11	4	·	29	-1	-4	-15
CCOc1ccc(S(=O)(=O)Nc2ccc(S(=O)(=O)N3CCOCC3)cc2)cc1	-22	1.0	5	4	-2	-10	-16	0	-6
COc1ccc(CNC(=O)COC(=O)CCc2nc3ccccc3c(=O)[nH]2)cc1	-1	3.0	5	2	4	-2	2	-3	4
Cc1ccc(N2C(=O)CC(NNC(=O)c3cccc(S(=O)(=O)N4CCCC4)c3)C2=O)cc1 (stereo not given)	-5	0.5	-8	5	0	1	16	0	-8
CCOc1cc(/C=N/NC(=O)c2ccc(CN3CCOCC3)cc2)ccc1OCc1ccccc1	-26	0.5	3	4	-4	-7	59	0	-4
O=C(CCC(NC(=O)OCc1ccccc1)C(=O)OCc1ccccc1)NCC(=O)OCc1ccccc1 (stereo not given)	-4	0.2	-9	2	2	5	34	-1	-11

More compounds
SMILES	S1P4 antag	S1P4 agonist	NPY-Y2 PAM-ag	BaF3 parental	NPY-Y1 antag	NPY1 pot ag	CHOP inh	Ba/F3 V617F tox	p47phox inh
CCOC(=O)c1c(NC(=O)CC2Sc3ccc(C(F)(F)F)cc3NC2=O)sc(C)c1C (stereo not given)	-11	-0.5	14	5	0	-18	34	2	-10
COc1ccc(CN=C2NN=C(c3cccc(OC)c3)CS2)cc1	-12	-0.3	-4	0	8	4	-2	-3	-1
O=S(=O)(NCc1ccccc1)c1cnc[nH]1	-12	0.0	-5	1	17	-3	0	-1	-8
CC(C)CN(CC(C)C)S(=O)(=O)N1CCC(C(=O)N2CCc3ccccc3C2)CC1	-1	1.2	5	0	-2	2	31	2	-1
CC1=CC(C)(C)N(C(=O)CN2C(=O)c3ccccc3C2=O)c2ccc(C)cc21	-14	0.6	-12	6	1	0	9	1	4
COc1ccc(Cl)cc1NC(=O)CCN1CCN(C)CC1	2	0.1	1	8	-4	18	-10	2	-2
O=C(/C=C/c1ccco1)N1CCN(S(=O)(=O)c2cccs2)CC1	3	0.1	-6	0	·	4	8	-1	2
COc1ccc(NC(=S)N2CCC(c3nc4ccccc4[nH]3)CC2)c(OC)c1	-13	-3.5	-1	6	1	-12	6	0	0
Cc1cccc(-c2nnc(SCc3ccc(C#N)cc3)n2Cc2ccco2)c1	-1	1.5	-5	4	14	-3	20	1	-3
O=C(O)c1cnc2[nH]c3ccccc3n2c1=O	4	0.5	6	-1	·	-22	-7	2	-11
CC(C)OC(=O)c1nnc(Cc2ccc(Cl)cc2)o1	7	0.5	0	-2	-3	-17	-10	-4	3
Cc1ccc(C(=O)N2NC(c3ccc(F)cc3)C3C(=O)N(c4ccc(C)c(C)c4)C(=O)C32)cc1 (stereo not given)	3	0.3	16	6	1	-5	20	1	-22
O=S1(=O)CCC(=Nc2ccc(Cl)cc2)c2ccsc21	3	3.6	1	4	4	0	7	1	0
O=C1NN(c2ccccc2)C(=O)C2C1C1C=CC2C12CC2 (stereo not given)	-17	-2.4	-1	7	-1	2	51	4	-6
